Screening results: PubChem, National Center for Advancing Translational Sciences (NCATS)
APEX1 inh: qHTS Assay for Inhibitors of the Human Apurinic/apyrimidinic Endonuclease 1 (APE1). DNA repair nuclease/redox regulator APEX1 (Homo sapiens), P27695. recombinant APE1, TAMRA/BHQ-2 abasic DNA cleavage fluorescence. Potency, µM (top dose mostly 65.8 µM), inactives show at the top dose activity change, negative = inhibition, actives largely listed as inhibitors. 0.35% of 350,000 active;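 also: plate controls were vehicle for no effect and reference inhibitor for full effect; nearly all actives have a fitted effect of over 55% in size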
Target sequence (P27695 whole entry, looked up): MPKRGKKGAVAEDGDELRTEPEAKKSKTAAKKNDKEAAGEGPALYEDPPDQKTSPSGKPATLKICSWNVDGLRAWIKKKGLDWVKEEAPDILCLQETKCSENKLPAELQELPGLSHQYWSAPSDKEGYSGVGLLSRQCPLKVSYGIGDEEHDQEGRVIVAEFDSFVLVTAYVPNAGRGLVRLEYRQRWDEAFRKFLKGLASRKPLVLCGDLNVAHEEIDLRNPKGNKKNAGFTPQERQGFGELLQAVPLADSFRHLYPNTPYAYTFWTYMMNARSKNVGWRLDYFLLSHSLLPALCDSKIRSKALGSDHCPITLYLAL
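APE1 at 0.75 nM final was preincubated with compound 15 min at room temperature, then 50 nM double-stranded THF abasic-site substrate (5'-TAMRA/3'-BHQ-2) was added. Fluorescence (ex 525/em 598 nm) was read kinetically; third-minus-first read gave activity.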
BLM helicase inh: qHTS Assay for Inhibitors of Bloom's syndrome helicase (BLM); 0.2% of 350,000 active; Potency, µM (top dose mostly 56.1 µM), without a hit: at the top dose activity change, negative = inhibition, actives largely listed as inhibitors; RecQ-like DNA helicase BLM (Homo sapiens), P54132; recombinant BLM DNA unwinding, fluorescence dequenching; AID 2528, 2010;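 also: plate controls were vehicle for no effect and no enzyme for full effect; nearly all actives have a fitted effect of over 35% in size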
An asterisk follows results filed as active; & = joins results of further samples; [ ] = remark or other dose. Calls follow the shape of the dose curve; as a rule, active = well fitted curve in the direction sought with a large enough effect; inconclusive = small, poorly fitted or top-dose-only effect, or another doubt; inactive = no such curve, though single readings can be large; an effect the other way counts as inactive or inconclusive. Potency is read from the fitted curve at half-maximal effect. The list is partial; the hit share may differ from the screen's.

Screening COC(=O)c1cccc(C23CC4(C2)[C@H](CN(CC2CCCCC2)[C@@H]4c2ccccc2)C3c2ccc(C(F)(F)F)cc2)c1 (stereo partly drawn) returned APEX1 inh 0% and BLM helicase inh -1%.
Screening C#CCCCO/N=C1/C[C@@H](O)[C@@H](O)[C@@H]2[C@@H]3C(=O)N(C[C@@H]4CCCO4)C(=O)[C@H]3CC[C@@H]12 returned APEX1 inh inconclusive and BLM helicase inh 1%[12.4 µM].
`COC(=O)NC(c1ccc2ccccc2c1)C(C(C)=O)C(=O)OC` (stereo not drawn) gave APEX1 inh 3%[12.4 µM] and BLM helicase inh -3%[12.4 µM].
For CC(C)CO/N=C1/C[C@@H](O)[C@@H](O)[C@@H]2[C@@H]3C(=O)N(C4CCCCC4)C(=O)[C@H]3CC[C@H]12 the results were APEX1 inh 6%[12.4 µM] and BLM helicase inh 4%[12.4 µM].
Screening COC(=O)C/C=C/[C@@H](C)[C@H](NC(=O)OCC(Cl)(Cl)Cl)c1ccc2ccccc2c1 returned APEX1 inh 2% and BLM helicase inh 0%.
`CNC(=O)[C@]1(C)C[C@H]1[C@H](NC(=O)[C@]1(C)C[C@H]1[C@H](NC(=O)OCc1ccccc1)c1ccccc1)c1ccccc1` gave APEX1 inh -3% and BLM helicase inh 0%.
Screening C=CCOC(=O)NC(c1ccc(F)c(F)c1)C(C(=O)COC)C(=O)OC (stereo not drawn) returned APEX1 inh 2%&4% and BLM helicase inh 2%&6%.
For COC(=O)C/C=C\[C@H](C)[C@@H](OCc1ccccc1Br)C(C)C the results were APEX1 inh -11%[12.4 µM] and BLM helicase inh 4%[12.4 µM].
For CCC(=O)[C@@]1(O)C(=O)N2C(=C3C(=O)OCCC31)N(Cc1ccccc1)C(C)=C(C(=O)OC)C2c1ccccc1 (stereo partly drawn) the results were APEX1 inh 31%[activator][12.4 µM] and BLM helicase inh 4%[12.4 µM].
`Cc1ccc(S(=O)(=O)N[C@H]2COC(=O)C/C=C\[C@H](C)[C@@H](NS(=O)(=O)c3ccc(C)cc3)COC(=O)C/C=C\[C@@H]2C)cc1` gave APEX1 inh inconclusive and BLM helicase inh 0%[12.4 µM].
`O=c1c(O)c(Br)ccc2c(Br)c(O)c(O)c(O)c12` gave APEX1 inh 1.1µM* and BLM helicase inh inconclusive.
`CC(=O)OCC1OC(C#Cc2ccc(C(C)(C)C)cc2)C=CC1OC(C)=O` (stereo not drawn) gave APEX1 inh 12%[12.4 µM] and BLM helicase inh -2%[12.4 µM].
For C=CCc1cccc(C2C(C)CCC3C(=O)N4C(CCC(C)C4c4cccc(CC=C)c4)C(=O)N32)c1 (stereo not drawn) the results were APEX1 inh -11%[12.4 µM] and BLM helicase inh 1%[12.4 µM].
O=C1[C@H]2[C@H]3[C@H](O)[C@H](O)C/C(=N/OC[C@@H](O)COCc4ccco4)[C@H]3CC[C@@H]2C(=O)N1Cc1ccc2c(c1)OCO2 was read as APEX1 inh 28%[12.4 µM] and BLM helicase inh 6%[12.4 µM].
`CCCCc1nc2c(c3c1C[C@H](C)OC3)CN(S(=O)(=O)c1ccc3c(c1)OCCN3C)CC2` gave APEX1 inh -5%[12.4 µM] and BLM helicase inh 1%[12.4 µM].
For CCOC(=O)C(c1ccc(OC)c(OC)c1)C1c2ccccc2C=C(C)N1C(=O)OC (stereo not drawn) the results were APEX1 inh -5%[12.4 µM] and BLM helicase inh -1%[12.4 µM].
Screening COCC(=O)N1CCc2nc(-c3ccccc3)c3c(c2C1)CO[C@@H](C)C3 returned APEX1 inh 12%[12.4 µM] and BLM helicase inh -1%[12.4 µM].
COC(=O)[C@@H]1CC[C@H](C)[C@@H](c2ccc(C)cc2)N1C(=O)c1ccc(/C=N\OC[C@@H](O)[C@H]2O[C@H]3OC(C)(C)O[C@H]3[C@@H]2O)cc1 was read as APEX1 inh 6%[12.4 µM] and BLM helicase inh -1%[12.4 µM].
COc1cccc([C@@H]2Oc3ccc(Br)cc3C(=O)[C@H]2OC(=O)NCc2ccc3c(c2)OCO3)c1 was read as APEX1 inh -2% and BLM helicase inh -6%.
COc1ccc([C@@H](C)C(=O)c2ccc(O)cc2O)cc1 was read as APEX1 inh 14% and BLM helicase inh 1%.
O=C(/C=C/c1cccc([N+](=O)[O-])c1)c1ccccc1 was read as APEX1 inh 0% and BLM helicase inh -4%.
Screening Cc1cc2c(nc1C)CCCN2C[C@H](C)O/N=C\[C@@H](C)[C@H](OCc1ccccc1)C(C)C returned APEX1 inh 27%[12.4 µM] and BLM helicase inh -12%[12.4 µM].
COC(=O)c1ccc(C(NC(=O)OCc2ccccc2)/C(=C/[C@@H](C)C(=O)NCc2nc3ccccc3s2)c2cccnc2)cc1 (stereo partly drawn) was read as APEX1 inh -8% and BLM helicase inh -6%.
`COC(=O)[C@H]1O[C@@H](c2cc(OC)c(C)c(OC)c2OCc2ccccc2)[C@H](C)[C@@H]2O[C@]12C` gave APEX1 inh 19% and BLM helicase inh -1%.
For CN1CCN(C(=O)c2nc3ccc(Cl)cc3[nH]2)CC1 the results were APEX1 inh 13% and BLM helicase inh 6%.
CCOC(=O)CNC(=O)O[C@@H]1C(=O)c2cc(Br)ccc2O[C@H]1c1cccc(OC)c1 was read as APEX1 inh -4% and BLM helicase inh 0%.
For COC(=O)[C@@]1(Cc2ccc(OC)cc2)[C@H]2c3cc(C(=O)N(C)C)n(Cc4nc5ccccc5[nH]4)c3C[C@H]2CN1C(=O)c1ccccc1 the results were APEX1 inh -4% and BLM helicase inh -6%.
For COc1cccc([C@@H]2Oc3ccc(OC)cc3/C(=N/O[C@@H](C)CN3CCCCc4nc(C)c(C)cc43)[C@@H]2O)c1 the results were APEX1 inh 3%[12.4 µM] and BLM helicase inh 3%[12.4 µM].
For CCCn1c(C)nc2c(NCCN3CCCCC3)nc(C)nc21 the results were APEX1 inh -7% and BLM helicase inh 1%.
For C=CCC(C)(O)c1ccco1 (stereo not drawn) the results were APEX1 inh 3% and BLM helicase inh 1%.
For CCC1=C(OC(=O)N(CC)CC)N2C(=O)OC(=NCCOC)[C@]2(C)[C@H]2C1=CC[C@H]1C(=O)N(CC(=O)OC)C(=O)[C@H]12 the results were APEX1 inh -8% and BLM helicase inh 1%.
Screening O=C1c2ccccc2C(=O)c2c(O)ccc(O)c21 returned APEX1 inh 9% and BLM helicase inh -11%.
`CCCC/C=C/C(NC(=O)OCc1ccccc1Cl)c1ccccc1` (stereo not drawn) gave APEX1 inh -5% and BLM helicase inh -7%.
COC(=O)C1=C(C)N(Cc2ccccc2)C2=C(C(C)=O)C[C@@](O)(C(=O)OC)C(=O)N2C1c1ccccc1 (stereo partly drawn) was read as APEX1 inh 12%&-10%[12.4 µM] and BLM helicase inh 0%&-2%[12.4 µM].
CC(=O)O[C@H]1C2=C(C(=O)[C@H]3O[C@@H]31)[C@@H]1[C@@H]3[C@@H](C)OC=C4[C@H](O)[C@H]5O[C@@H]5C(=O)[C@]43C2O[C@H]1C was read as APEX1 inh -5%[12.4 µM] and BLM helicase inh 0%[12.4 µM].
For CCCCC[C@H](O)/C=C/[C@H]1OC(O)C[C@H](O)[C@@H]1C/C=C\CCCC(=O)O (stereo partly drawn) the results were APEX1 inh -2% and BLM helicase inh 3%.
For CC1(O)C(=O)C=C2C=C3CCCN3C=C2C1=O (stereo not drawn) the results were APEX1 inh -1%[12.4 µM] and BLM helicase inh -10%[12.4 µM].
For CO[C@H]1COC(=O)C/C=C\[C@H](C)[C@H](OC)COC(=O)[C@@H](C)NC(=O)C/C=C\[C@@H]1C the results were APEX1 inh inconclusive and BLM helicase inh 3%[12.4 µM].
Screening CCC/C=C(\CCC)C(NC(=O)c1ccc(C(F)(F)F)cc1)c1ccccc1 (stereo not drawn) returned APEX1 inh 13% and BLM helicase inh -1%.
`O=C1CCCC=C1[C@H](CCc1ccccc1)OC(=O)c1ccc(Br)cc1` gave APEX1 inh -1%[12.4 µM] and BLM helicase inh -4%[12.4 µM].
`O=C1[C@H]2O[C@@H]2[C@@H](O)[C@H]2[C@H]1CCn1c(=O)n(Cc3cc4c(cc3Cl)OCO4)c(=O)n12` gave APEX1 inh 34%[activator][12.4 µM] and BLM helicase inh 6%[12.4 µM].
`CC(=O)OC[C@@H]1O[C@H](C/C=N\OC[C@@H](C)[C@H](OCc2ccccc2)C(C)C)C=C[C@@H]1OC(C)=O` gave APEX1 inh inconclusive and BLM helicase inh -9%[12.4 µM].
For COC(=O)NC(CCc1ccccc1)C(C(=O)OC)C(=O)OC (stereo not drawn) the results were APEX1 inh inconclusive and BLM helicase inh -10%.
Screening COC(c1ccccc1Br)C(C)/C=C/CCO (stereo not drawn) returned APEX1 inh 18%[12.4 µM] and BLM helicase inh 6%[12.4 µM].
C=CCC(Nc1ccc(OC)cc1)(C(=O)OCC)c1ccccc1 (stereo not drawn) was read as APEX1 inh 3% and BLM helicase inh -2%.
Screening C/C(=C\C1CCCCC1)C(NC(=O)c1cccnc1)c1ccc(-c2ccccc2)cc1 (stereo not drawn) returned APEX1 inh 10% and BLM helicase inh -7%.
`CCC1=C2CC[C@H]3C(=O)N(C)C(=O)[C@H]3[C@H]2[C@@]2(C)C(=NCC(=O)OC)OC(=O)N2C1=O` gave APEX1 inh 7% and BLM helicase inh 1%.
Screening C[C@H](CO)NC(=O)[C@H]1C[C@@H]1[C@H](NP(=O)(c1ccccc1)c1ccccc1)c1ccccc1 returned APEX1 inh -3% and BLM helicase inh -2%.
COC(=O)NC(/C=C/c1ccccc1)[C@]1(C(C)=O)CCCC1=O (stereo partly drawn) was read as APEX1 inh inconclusive and BLM helicase inh -1%[12.4 µM].
CC(=O)OC[C@H]1O[C@@H](O/N=C\[C@@H](C)[C@H](OCc2ccccc2)C(C)C)[C@H](OC(C)=O)[C@@H](OC(C)=O)[C@H]1OC(C)=O was read as APEX1 inh 27%[12.4 µM] and BLM helicase inh -4%[12.4 µM].

4 entries from above, arranged by number of heavy atoms, lowest first:
For C=CCC(C)(O)c1ccco1 (stereo not drawn) the results were APEX1 inh 3% and BLM helicase inh 1%.
Screening O=C1c2ccccc2C(=O)c2c(O)ccc(O)c21 returned APEX1 inh 9% and BLM helicase inh -11%.
For COC(=O)NC(CCc1ccccc1)C(C(=O)OC)C(=O)OC (stereo not drawn) the results were APEX1 inh inconclusive and BLM helicase inh -10%.
`O=C1CCCC=C1[C@H](CCc1ccccc1)OC(=O)c1ccc(Br)cc1` gave APEX1 inh -1%[12.4 µM] and BLM helicase inh -4%[12.4 µM].

Going on with the list:
Cc1ccccc1Nc1oc(-c2ccccc2)nc1-c1ccccc1F was read as APEX1 inh inconclusive and BLM helicase inh 0%.
For COC(=O)CNC(=O)[C@@]1(C)C=C[C@@H](Cc2ccccc2)N1C(=O)OC the results were APEX1 inh 7% and BLM helicase inh 6%.
COC(=O)C1=C(C(=O)OC)[C@@H]2N(C)c3ccc(OC)cc3[C@@]23C[C@@H](C(=O)OC)N(S(=O)(=O)c2ccc(C)cc2)C3=N1 was read as APEX1 inh -4%[12.4 µM] and BLM helicase inh -5%[12.4 µM].
For CCC/C=C(\CCC)C(NC(=O)c1cccs1)c1ccc(C(=O)OC)cc1 (stereo not drawn) the results were APEX1 inh 11% and BLM helicase inh 1%.
Screening O=C(N/N=C1/C[C@@H](O)[C@@H](O)[C@@H]2[C@H]3C(=O)N(c4ccc(F)cc4F)C(=O)[C@@H]3CC[C@H]12)OCc1ccccc1 returned APEX1 inh 24%[12.4 µM] and BLM helicase inh 2%[12.4 µM].
`C=C[C@@H](C)[C@](C)(O)c1ccccc1` gave APEX1 inh 18% and BLM helicase inh 0%.
For COc1cccc(CC(=O)N2CCc3nc(-c4ccc(OC)cc4C)c4c(c3C2)CO[C@@H](c2ccccc2)C4)c1 the results were APEX1 inh -3%[12.4 µM] and BLM helicase inh 0%[12.4 µM].
`COC(=O)N[C@H](C[N+](=O)[O-])C(C)(C)C` gave APEX1 inh 1% and BLM helicase inh 5%.
For CCCCC1=CC2=CC(=O)C(C)(OC(=O)c3ccc(Cl)nc3)C(=O)C2=CO1 (stereo not drawn) the results were APEX1 inh -9% and BLM helicase inh -2%.
For COC(=O)N[C@@H](c1cccc(C)c1)C(C(C)=O)C(=O)OC (stereo partly drawn) the results were APEX1 inh -1% and BLM helicase inh 0%.
Screening COc1ccc(COC(=O)N/N=C2/C[C@@H](O)[C@@H](O)[C@@H]3[C@@H]4C(=O)N([C@@H](C)c5ccccc5)C(=O)[C@H]4CC[C@H]23)cc1 returned APEX1 inh inconclusive and BLM helicase inh -7%[12.4 µM].
For CC1CCC2C(=O)OC(CO)CN2C1c1ccc(Br)cc1 (stereo not drawn) the results were APEX1 inh 12%[12.4 µM] and BLM helicase inh -1%[12.4 µM].
Screening COC(=O)CCCC1=CC2=CC(=O)C(C)(OC(=O)c3ccc(Cl)nc3)C(=O)C2=CO1 (stereo not drawn) returned APEX1 inh -5% and BLM helicase inh -2%.
For CC(C)[C@@H](OCc1ccccc1)[C@H](C)/C=N\OC[C@@H](O)[C@@H]1O[C@@H]2OC(C)(C)O[C@@H]2[C@H]1O the results were APEX1 inh 32%[activator][12.4 µM] and BLM helicase inh 7%[12.4 µM].
